Bioassay records as filed in PubChem BioAssay.
M1 ag: human M1 muscarinic receptor agonists, primary screen, Fluo-8 calcium fluorescence, CHO-K1 cells, HTS; CHO-K1 hM1, agonist mode; 0% DMSO, 100% acetylcholine EC100; AID 588814, 2011; activation, % at 3 µM; hit rate 0.33% among 360,000;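 active = activation above the run's mean compound activation plus 3 SD, cut at about 16% in these data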;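 also: peak over basal fluorescence ratio within a 140 s kinetic read after compound addition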
Target sequence (P11229 whole entry, looked up): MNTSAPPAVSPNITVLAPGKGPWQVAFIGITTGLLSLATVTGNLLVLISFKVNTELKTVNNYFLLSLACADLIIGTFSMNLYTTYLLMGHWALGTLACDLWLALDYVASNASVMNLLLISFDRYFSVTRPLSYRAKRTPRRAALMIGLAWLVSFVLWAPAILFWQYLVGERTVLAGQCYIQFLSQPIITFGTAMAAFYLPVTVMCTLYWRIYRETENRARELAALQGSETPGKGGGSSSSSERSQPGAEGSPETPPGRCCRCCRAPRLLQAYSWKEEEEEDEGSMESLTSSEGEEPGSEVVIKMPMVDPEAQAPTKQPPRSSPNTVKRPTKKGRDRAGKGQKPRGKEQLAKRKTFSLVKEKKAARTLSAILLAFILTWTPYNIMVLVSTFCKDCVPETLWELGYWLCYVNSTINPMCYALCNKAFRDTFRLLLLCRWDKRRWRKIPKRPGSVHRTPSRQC
TAAR1 antagonist: human TAAR1 antagonists, primary screen, Fluo-8 calcium fluorescence, CHO RD-HGA16 cells; hit rate 1.5% among 360,000; inhibition, % at 3 µM; antagonist;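 active = inhibition above a per-plate cutoff, the mean inhibition of test compounds on that plate plus 3 SD, cut at about 49% in these data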;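 also: 0% = DMSO plus EC80 beta-PEA response and 100% = DMSO alone without agonist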
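Test system: hTAAR1-expressing CHO RD-HGA16 cells, Gα16-coupled; Probe or stimulus: EC80 β-phenethylamine stimulus; Compound dosing: single nominal final test compound concentration of 3 µM; Timing: 140 s kinetic read after compound, 140 s after agonist; Signal: Fluo-8 calcium-sensitive fluorescence; Measure: % inhibition of agonist calcium response; Controls: DMSO and EC80 PEA controls.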
OXTR ag: human OXTR agonists, primary screen, fluorescence, CHO-OTR cells, Fluo-8 calcium. Oxytocin receptor (Homo sapiens), P30559. Fluo-8 calcium fluorescence; normalized: DMSO 0%, oxytocin 100%. activation, % at 3 µM. hit rate 0.32% among 320,000. AID 2435, 2010;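 active = activation above the mean of all tested compounds plus 3 SD, cutoff set per screening run, cut at about 20% in these data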;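 also: peak over basal fluorescence ratio from a 100 s FLIPR kinetic read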
Target sequence (P30559 whole entry, looked up): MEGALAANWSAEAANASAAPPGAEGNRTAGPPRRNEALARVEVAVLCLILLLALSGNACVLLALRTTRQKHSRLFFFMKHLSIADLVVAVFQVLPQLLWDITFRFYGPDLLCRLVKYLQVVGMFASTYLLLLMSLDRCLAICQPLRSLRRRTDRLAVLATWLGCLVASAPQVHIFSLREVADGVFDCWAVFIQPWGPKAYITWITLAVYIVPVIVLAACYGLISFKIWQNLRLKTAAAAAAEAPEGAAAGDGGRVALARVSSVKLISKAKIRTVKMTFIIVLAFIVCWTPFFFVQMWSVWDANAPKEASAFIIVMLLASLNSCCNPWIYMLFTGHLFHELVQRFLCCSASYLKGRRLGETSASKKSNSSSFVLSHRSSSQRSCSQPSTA
V1aR counter: agonists of human V1a receptor, primary screen, counter-screen for OXTR agonist project, fluorescence, CHO-V1R cells. Vasopressin V1a receptor (Homo sapiens), P37288. Fluo-8 calcium fluorescence, agonist mode; 0% DMSO, 100% 3 nM vasopressin. activation, % at 3 µM. hit rate 0.25% among 320,000. AID 2797, 2010;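 active = activation above the mean activation of all tested compounds plus 3 SD, per screening run, cut at about 20% in these data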;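 also: signal is peak over basal fluorescence ratio across a 100 second FLIPR read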
M1 PAM: human M1 muscarinic receptor positive allosteric modulators, primary screen, CHO-K1 cells, Fluo-8 calcium fluorescence, 1536-well; CHO-K1 hM1, ACh EC20; 0% = ACh EC20, 100% = maximal ACh; activation, % at 3 µM; hit rate 0.088% among 360,000; in the data active = activation above about 19%, passing the limit was not always enough
CHO parental Ca: ATP-evoked calcium signal inhibitors, parental CHO, primary screen, counter-screen for OX1R antagonist project, cell-based, fluorescence, Fluo-8 calcium dye; parental CHO-K1, ATP-induced calcium, Fluo-8 fluorescence; inhibition, % at 5.6 µM; hit rate 0.63% among 330,000;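 active = inhibition above that plate's mean sample inhibition plus 3 SD, cut at about 26% in these data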;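 also: 0% = ATP-challenged DMSO wells and 100% = DMSO wells without ATP; some compounds past the cut are filed as inactive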
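Assay system – parental CHO cells · Reagent – ATP stimulus · Detection – intracellular calcium via Fluo-8 no-wash fluorescent dye · Evaluation – percent inhibition of ATP-evoked calcium rise, normalized to controls · Controls – ATP wells versus no-ATP DMSO wells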
TAAR1 agonist: human TAAR1 agonists, primary screen, Fluo-8 calcium fluorescence, CHO RD-HGA16 cells. AID 624467, 2012. activation, % at 3 µM. vehicle wells 0%, saturating PEA agonist 100%. hit rate 0.99% among 360,000;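 active = activation above the mean activation of all test compounds in the run plus 3 SD, cut at about 38% in these data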
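test system = CHO RD-HGA16 cells carrying human TAAR1 plus Gα16 | schedule = 17-24 h seeding, 75 min 37 °C dye, 30 min RT | compound dosing = 3 µM single concentration | control set = DMSO and PEA EC100 | replicates = n 1 | signal = Fluo-8 fluorescence, 5 s baseline then 140 s kinetic read | measure = percent activation vs PEA EC100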
OXTR potentiate: human OXTR potentiators, primary screen, fluorescence, CHO-OTR cells, Fluo-8 calcium; Oxytocin receptor (Homo sapiens), P30559; Fluo-8 calcium fluorescence, potentiator mode; 0% = oxytocin EC15, 100% = EC100; activation, % at 3 µM; hit rate 0.061% among 320,000;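 active = activation above that plate's cutoff, the mean activation of tested compounds plus 3 SD, cut at about 6.6% in these data, passing the limit was not always enough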;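 also: 100% uses oxytocin at 75 nM as the full agonist control; some results filed as inactive read as strong as hits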
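Dosing: Single dose, 3.0 µM nominal final compound concentration | Material: Human OTR in CHO cells | Technique: Kinetic Fluo-8 calcium fluorescence | Benchmarks: EC15 oxytocin alone as 0%, 75 nM oxytocin as 100% | Probe or stimulus: Oxytocin at about EC15, sub-maximal agonist stimulus | Incubation: Compound 6 min at room temperature before oxytocin, 100 s read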
CHRM1 antagonist: human M1 muscarinic receptor antagonists, primary screen, CHO-K1 cells, Fluo-8 calcium fluorescence, 1536-well. Muscarinic acetylcholine receptor M1 (Homo sapiens), P11229. CHO-K1 hM1, ACh EC80 antagonist. inhibition, % at 3 µM. hit rate 1.3% among 360,000;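 active = percent inhibition above its own plate's cutoff, namely the mean of that plate's compound wells plus 3 SD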;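 also: peak over basal fluorescence ratio during 140 s after agonist addition; 0% = ACh EC80 plus DMSO and 100% = DMSO alone without agonist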
Active calls of the source: *; . = not tested or not shown.

SMILES | M1 ag | TAAR1 antagonist | OXTR ag | V1aR counter | M1 PAM | CHO parental Ca | TAAR1 agonist | OXTR potentiate | CHRM1 antagonist
CCO[C@@H]1OC(C(=O)O)=C[C@H](C)[C@H]1CCCO | -4 | -4 | 11 | 0.6 | -7 | -1 | 3 | -5 | 24
CCS(=O)(=O)N1CCCC(C(=O)NCCCN(C)Cc2ccccc2)C1 (stereo not given) | -4 | 6 | -0.2 | -0.6 | 5 | -16 | 4 | 4 | -2
CCN(C[C@H]1N[C@@](Cc2ccccc2)(C(=O)OC)[C@H]2C(=O)N(C)C(=O)[C@@H]12)C(=O)Nc1ccccc1 | -4 | 0 | -0.4 | 0.9 | 13 | -19 | 0 | -3 | -15
Cn1c(=O)c(=O)n(C)c2cc(S(=O)(=O)N3CC(=O)N(CCc4ccccc4)C(=O)C3)ccc21 | -3 | -20 | 0.5 | 0.3 | 3 | 8 | 1 | -2 | -3
CCOc1ccc(C(C)NC(=O)Nc2ccc(F)cc2F)cc1 (stereo not given) | -2 | -8 | -1.6 | 0.6 | 7 | -14 | 4 | -2 | -14
O=C(O)CCC(=O)OCC1CCCCC1 | -5 | 3 | 0.6 | 3.4 | 10 | 3 | 7 | -4 | -15
CC1CCCCC1NC(=O)Cn1cc([N+](=O)[O-])ccc1=O (stereo not given) | 4 | 2 | 0.1 | 0.6 | 18 | -8 | 3 | -3 | -10
COc1cccc(C2c3[nH]c4ccccc4c3CCN2Cc2ncc[nH]2)c1 (stereo not given) | -14 | 8 | 1.5 | 2.2 | 2 | -23 | 4 | -2 | 2
Nc1nc2sc3c(c2cc1C(=O)NCC(=O)O)CCCC3 | -3 | -22 | 0.9 | -0.1 | -6 | -3 | 7 | -4 | 11
COc1ccc(CN2CC(C(=O)NCCCN3CCN(Cc4ccccc4)CC3)CC2=O)cc1 (stereo not given) | -13 | . | 0.9 | 0.5 | 6 | -7 | . | -5 | -10
O=C(NNC(=O)c1cccc2ccccc12)c1ccc(F)cc1 | -3 | -10 | . | . | 4 | . | 3 | . | -3
Cc1cccc(OCCCN2C(=O)C(=O)c3cc(C)ccc32)c1 | -3 | -25 | -2.1 | -1.8 | 7 | -8 | -4 | -5 | -6
COc1ccc(CN(Cc2ccc(C(=O)O)cc2)C(=S)Nc2cccc(C)c2)cc1OC | -1 | 10 | -0.3 | 0.6 | 11 | 1 | 5 | -6 | 9
NC(=O)CCCn1c(C(=O)c2ccc(Cl)cc2)c2ccc([N+](=O)[O-])cc2[n+]1[O-] | -3 | 1 | -0.5 | -1.3 | 7 | -10 | 9 | -8 | -1
Cc1nnc(SCc2nnc(-c3cccs3)o2)n1C1CCCCC1 | -3 | -3 | -0.6 | 0.7 | 3 | 1 | 1 | -3 | 2
CC(=O)Nc1ccc(/C=N/Nc2ccc(C(=O)c3c(C)cc4ccccn34)cc2[N+](=O)[O-])cc1 | -2 | -18 | 0.9 | -0.2 | 4 | 1 | 0 | -11 | -9
CCCCN=C(N)/C(C(=O)OCC)=C(\O)c1ccc(OC)cc1 | -1 | 8 | 1.3 | 0.5 | 14 | -9 | 10 | -5 | -1
CC(C)c1ccc(OCC(=O)N2CCN(C(=O)c3ccco3)CC2)cc1 | 0 | -24 | . | . | 9 | . | 1 | . | -11
Cc1cccc(C)c1NC(=O)CN1C(=O)N(C)Cc2ccccc21 | -5 | -1 | -0.1 | 0.4 | 2 | -12 | 2 | -2 | 1
COc1cccc(CN2CC(C(=O)NCCCn3ccnc3C)CCC2=O)c1 (stereo not given) | -6 | -7 | -0.4 | 0.2 | 4 | -8 | 3 | -3 | -1
CN(CC(=O)OCC(N)=O)S(=O)(=O)c1ccc(Cl)cc1 | -1 | 14 | -0.4 | -0.4 | 6 | -1 | 5 | -5 | -1
CCC(CO)Oc1cc(NC(=O)c2cccc(Cl)c2)c2ncn(C(C)C)c2c1 (stereo not given) | -10 | 29 | -0.3 | 0.3 | 7 | -25 | 2 | 0 | 5
C/C(=N\NC(=S)NCC(C)(C)C)c1cc(F)cc(F)c1O | 4 | 13 | 4.6 | 13 | 7 | -22 | 11 | -16 | -5
O=C(c1cc(-c2cccnc2)nc2ccccc12)N1CCCc2ccccc21 | -9 | -7 | -2.3 | -1.6 | 1 | -14 | 2 | -1 | 1
O=C1CC(=O)Nc2cc(S(=O)(=O)Nc3ccc(F)cc3Cl)ccc2N1 | -4 | 4 | -0.4 | 0.3 | -1 | -12 | 0 | -5 | -7
CCc1ccc(C(=O)OCC(=O)NC2CCCC2)cc1 | -3 | -14 | -0.3 | 1.3 | -3 | -4 | 0 | -9 | 8
O=C(Oc1ccc2ccc(=O)oc2c1)c1ccccc1 | -4 | -1 | -0.9 | 1.0 | 7 | 14 | 9 | -3 | -14
COc1cccc(N2CCN(C(=O)c3cc(C)oc3C)CC2)c1 | -4 | -14 | 0.1 | 0.7 | -2 | -11 | -1 | -8 | 4
O=C(C1CCC1)N1CCc2cc(S(=O)(=O)Nc3ccc4c(c3)OCO4)ccc21 | 4 | 18 | 7.7 | 8.3 | -7 | 7 | 10 | -10 | 10
CCn1ncc(NC(=S)Nc2ccc3c(c2)OCO3)c1C(N)=O | -5 | 3 | -1.0 | 1.3 | 6 | -6 | 5 | -11 | -8
CCOC(=O)c1ccccc1NC(=O)N[C@@H](C)C(=O)OC | 2 | 11 | -0.9 | -0.7 | 13 | -1 | 3 | -5 | -4
CCOC(=O)c1c(C)c(C(=O)N2CCCCCC2)c(C)n1CC | -2 | . | -0.9 | -0.7 | -2 | -11 | . | -4 | 0
Cc1cc(Cl)ccc1C(=O)C1CCCN(C(=O)c2snnc2C)C1 (stereo not given) | -2 | -3 | -0.8 | 0.2 | 9 | 6 | 4 | -4 | -20
COc1ccc(-n2ccnc(SCC(=O)NCc3ccc(C)cc3)c2=O)cc1Cl | -3 | -13 | -1.3 | -0.3 | 10 | -24 | 5 | 2 | -18
CN(C(=O)CCn1c(=S)oc2ccccc21)c1ccc(F)cc1 | -10 | -13 | -1.3 | 0.3 | -1 | -19 | 4 | -16 | 5
CN(C)C(=O)COc1ncnc2sc(-c3ccccc3)cc12 | -3 | -1 | 1.5 | 2.6 | 7 | 0 | -1 | 3 | -4
Cc1ccc(S(=O)(=O)NC(CC(C)C)C(=O)NCC(c2ccco2)N2CCCCC2)cc1 (stereo not given) | -4 | . | -1.5 | -0.2 | -6 | -30 | . | -2 | 15
Cc1c([N+](=O)[O-])c(C(=O)Nc2ccc3c(c2)OCCO3)nn1C | -2 | -11 | -0.7 | -0.3 | 5 | -1 | 4 | -4 | -26
CC(C)CCN(C(=O)c1ccc(Br)cc1)c1c(N)n(Cc2ccccc2)c(=O)[nH]c1=O | -2 | -1 | -0.7 | 0.0 | 8 | -7 | 13 | 0 | -5
COc1ccc(O)c(-c2[nH]ncc2C(=O)c2ccccc2C)c1 | -3 | 15 | 1.6 | 0.3 | 10 | -21 | 1 | -9 | -13

Three of the entries above in order of their number in OXTR potentiate, ascending.
SMILES	OXTR potentiate
O=C1CC(=O)Nc2cc(S(=O)(=O)Nc3ccc(F)cc3Cl)ccc2N1	-5
CCOC(=O)c1c(C)c(C(=O)N2CCCCCC2)c(C)n1CC	-4
O=C(Oc1ccc2ccc(=O)oc2c1)c1ccccc1	-3

Following part:
SMILES | M1 ag | TAAR1 antagonist | OXTR ag | V1aR counter | M1 PAM | CHO parental Ca | TAAR1 agonist | OXTR potentiate | CHRM1 antagonist
CCNc1nc(Nc2ccc(C)c(Cl)c2)c2cnn(C)c2n1 | -1 | 1 | -2.2 | -1.1 | 8 | -35 | 11 | -10 | -6
COc1ccc(CCNC(=O)C2CCCN(S(=O)(=O)c3ccccc3)C2)cc1 (stereo not given) | -1 | 8 | 1.9 | 3.5 | 6 | -10 | 1 | 0 | -7
COc1ccc(C)cc1NC(=O)CSc1nnc(COc2ccccc2)n1Cc1ccco1 | -4 | 1 | 3.9 | 12 | 3 | 14 | 4 | -14 | -2
CN1C(=O)NC2C1N(S(C)(=O)=O)CCN2S(C)(=O)=O (stereo not given) | 0 | 11 | 1.0 | -0.1 | 8 | -11 | 4 | 1 | -4
CCCCCC(=O)Nc1ccc(Cc2ccncc2)cc1 | -4 | 14 | -2.2 | 0.4 | -1 | -4 | 5 | -8 | 8
O=C(N/N=C/c1ccccc1[N+](=O)[O-])c1cnccn1 | -1 | 0 | -0.4 | -0.1 | 3 | -3 | 0 | -1 | -6
Cc1ccc(Oc2cc(C)nc(-c3ccccc3O)n2)cc1 | -4 | -14 | -0.7 | 0.8 | -10 | -37 | -1 | -5 | 15
COc1ccc(C(CNC(=O)COc2ccc(F)cc2Cl)N2CCCCC2)cc1 (stereo not given) | -7 | 11 | 0.5 | 0.5 | 5 | -14 | 2 | 0 | -6
CCOC(=O)c1c(-c2ccccc2)oc2ccc(O)cc12 | -3 | -7 | -1.4 | 0.0 | 8 | -3 | 14 | -3 | -18
CCOC(=O)CSc1c(-c2ccccc2)c2cc(Cl)ccc2[nH]c1=O | -5 | -24 | -2.3 | -0.4 | 2 | -31 | 3 | -9 | 7
COc1ccc(NC(=O)CN(C)S(=O)(=O)c2ccc3c(c2)n(C)c(=O)c(=O)n3C)cc1 | -3 | -15 | 0.2 | 1.9 | 12 | -5 | 0 | -1 | -9
COCCNC(=O)COc1ccc(Nc2ccccc2)cc1 | -1 | 16 | 2.4 | 1.0 | -5 | 2 | 8 | -1 | 20
O=C(NC1C/C(=N/O)c2cc3c(cc21)OCO3)C(F)(F)F (stereo not given) | -6 | -2 | -0.2 | 0.7 | 1 | 23 | 1 | -7 | 2
